PMI act: phosphomannose isomerase (human) activation; purified human PMI, coupled resazurin fluorescence, 20 min; stronger effect = higher value; 1 = vehicle control, 0 substrate-free wells; activation factor at 20 µM; hit rate 0.005% among 190,000;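 active = activation factor of 2 or more at 20 µM, relative to plate controls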
Target sequence (P34949 whole entry, looked up): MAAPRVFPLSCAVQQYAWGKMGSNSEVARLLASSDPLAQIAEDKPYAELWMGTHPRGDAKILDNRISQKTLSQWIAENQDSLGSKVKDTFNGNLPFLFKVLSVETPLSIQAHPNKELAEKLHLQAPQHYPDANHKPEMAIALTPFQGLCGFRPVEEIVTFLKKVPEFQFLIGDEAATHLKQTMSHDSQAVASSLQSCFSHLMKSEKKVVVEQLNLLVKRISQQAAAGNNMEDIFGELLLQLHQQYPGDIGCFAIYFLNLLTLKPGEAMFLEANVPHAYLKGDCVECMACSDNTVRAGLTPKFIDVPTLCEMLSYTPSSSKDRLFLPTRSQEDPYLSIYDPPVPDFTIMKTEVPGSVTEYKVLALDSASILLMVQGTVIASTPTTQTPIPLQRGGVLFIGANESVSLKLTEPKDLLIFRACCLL
Diaph inh CS: inhibits diaphorase or chemically oxidizes, flagging diaphorase assay artifacts | diaphorase resazurin-to-resorufin fluorescence, NADH, 16 min; bacterial (C. kluyveri) enzyme, not human | inhibition, % at 20 µM | hit rate 0.69% among 190,000;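 active = primary screen inhibition at 20 µM above a set limit, cut at about 50% in these data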;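 note: plate controls were DMSO with full reaction for no effect and wells lacking NADH for full effect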
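Detection: fluorescence of resorufin formed from resazurin, Ex 544/Em 590 nm; test system: Clostridium kluyveri diaphorase enzyme; amount: 0.14 U/mL diaphorase, enzyme working solution; times: 16-min room-temperature incubation before reading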
TNAP act hiacc: increases human TNAP activity under high phosphate acceptor concentration; P05186; purified TNAP, CDP-star luminescence, 1 M DEA, 30 min; stronger effect = higher value; 0 = EDTA background, 1 = DMSO-only activity; activation factor at 20 µM; 200,000 tested, under 10 active; AID 1136;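 active = activation factor at least 2 at 20 µM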
Target sequence (P05186 whole entry, looked up): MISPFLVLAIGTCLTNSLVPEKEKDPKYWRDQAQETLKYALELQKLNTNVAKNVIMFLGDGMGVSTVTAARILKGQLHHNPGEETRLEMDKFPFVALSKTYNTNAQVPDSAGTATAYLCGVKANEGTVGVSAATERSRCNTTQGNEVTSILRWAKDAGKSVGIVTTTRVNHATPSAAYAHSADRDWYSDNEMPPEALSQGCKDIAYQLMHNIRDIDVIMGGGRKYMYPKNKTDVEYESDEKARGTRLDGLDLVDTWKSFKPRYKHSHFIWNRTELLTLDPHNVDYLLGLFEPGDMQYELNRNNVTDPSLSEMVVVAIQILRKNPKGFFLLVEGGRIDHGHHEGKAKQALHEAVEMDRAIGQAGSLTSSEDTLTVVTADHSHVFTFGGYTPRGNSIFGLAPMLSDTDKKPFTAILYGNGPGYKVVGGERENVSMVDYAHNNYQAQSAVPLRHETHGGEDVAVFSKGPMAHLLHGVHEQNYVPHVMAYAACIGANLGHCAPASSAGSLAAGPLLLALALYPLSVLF
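Dosing: 20 µM single point. System: human TNAP. Amount: TNAP 1/800 final. Incubation: 30 min, room temperature. Read-out: TNAP activation factor scaled between EDTA and DMSO control wells. Signal: luminescence from CDP-star hydrolysis. Medium: 1 M DEA, pH 9.8, Mg2+, Zn2+. Control set: EDTA negative control, DMSO positive control.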
G6PDH counter: L. mesenteroides G6PDH inhibition counter-screen; Purified L. mesenteroides G6PDH, diaphorase/resazurin coupled fluorescence, 45 min; inhibition, % at 5 µM; hit rate 0.12% among 200,000; AID 1020; in the data active = inhibition above about 50%
Efa HMGR inh: inhibitors of class II HMG-CoA reductase from Enterococcus faecalis; hit rate 0.41% among 190,000; purified E. faecalis HMGR, NADPH absorbance 340 nm kinetic; inhibition, % at 10 µM;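 active = inhibition above a set limit, the median over all tested compounds plus 3 SD, cut at about 9.5% in these data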;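 note: enzyme runs in reverse so mevalonate oxidation gives rising NADPH absorbance; 0% = complete reaction with DMSO and 100% = background rate lacking mevalonate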
TNAP inh hiacc: inhibitors of human TNAP at high phosphate acceptor concentration. purified TNAP, CDP-star luminescence, 1 M DEA. hit rate 0.03% among 200,000. inhibition, % at 20 µM. AID 1135;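 active = over 50% inhibition of tissue-nonspecific alkaline phosphatase at 20 µM in the single-dose screen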;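 note: plate controls were DMSO wells for no effect and EDTA-quenched wells as full inhibition for full effect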
PMI act hi M6P: PMI (human) activation, high substrate | AID 1216 | P34949 | coupled PMI enzyme assay, resazurin fluorescence, 20 min; stronger effect = higher value; 1 = untreated enzyme, 0 = substrate-free blank | hit rate 0.34% among 190,000 | activation factor at 20 µM;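 active = activation factor of 2 or more at 20 µM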
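Material: human phosphomannose isomerase with PGI, G6PDH, diaphorase coupling enzymes; amount: PMI at 15 ng/mL final; also added: Mannose-6-phosphate 1.0 mM (near-saturating) plus 0.22 mM NADP+; incubation: enzyme reaction with compound 20 min at room temperature; signal: resorufin fluorescence (Ex 544/Em 590 nm) from resazurin via diaphorase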
Diaphorase act: counter-screen for diaphorase-based assays: diaphorase activators and chemical reducers; Diaphorase/resazurin coupled assay, resorufin fluorescence, 16 min; stronger effect = higher value; 1 = vehicle wells, 0 = NADH-free wells; activation factor at 20 µM; hit rate 0.005% among 190,000;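 active = diaphorase activity raised at least twofold by the compound at 20 µM; inactive = activation factor below 2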
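Material: purified diaphorase enzyme from Clostridium kluyveri; Also added: 0.114 mM NADH and 0.1 mM resazurin, final amounts; Doses: single compound dose of 20 µM, 1% DMSO final; Times: 16 min enzyme reaction, ambient temperature; Detection: resorufin fluorescence, excitation 544 nm, emission 590 nm; Measure: increased resorufin signal from activators or reducing compounds.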
FLuc act counter: affects firefly luciferase, flagging false hits in luciferase stimulation screens | 200,000 tested, under 10 active | ATPlite luciferase biochemical, luminescence, 10 min; 0 = ATP-free wells, 1 = DMSO control | activation factor at 10 µM | P08659;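 active = luciferase activation factor, scaled between plate controls, of at least 2 with compound at 10 µM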
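test system = cell-free luciferase reagent | medium = PBS as buffer for the ATP substrate | dosing = test compounds dosed from 2 mM stocks in 100% DMSO | incubation = 10 min at ambient temperature | detection = luminescence measurement of luciferase light output | benchmarks = low control with PBS replacing ATP, high control enzyme plus ATP without compound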
TNAP inh noacc: inhibitors of human TNAP without phosphate acceptor; P05186; purified TNAP, CDP-star luminescence, 30 min; inhibition, % at 20 µM; hit rate 0.26% among 200,000; AID 1012;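 active = tissue-nonspecific alkaline phosphatase inhibition above about 50% at 20 µM in the single-dose screen, limit read from the data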;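 note: 0% = DMSO negative control and 100% = EDTA positive control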
* hit, by the source's call.

Structure	PMI act	Diaph inh CS	TNAP act hiacc	G6PDH counter	Efa HMGR inh	TNAP inh hiacc	PMI act hi M6P	Diaphorase act	FLuc act counter	TNAP inh noacc
O=C(Cc1c[nH]c2ccccc12)NCc1ccccc1F	1.1	9	1	6	-2	-3	0.9	0.9	0.9	-8
CCOc1ccc(C(=O)OCC(=O)NC(C)C)cc1	1	-5	1	2	5	-1	1	1.1	1	-4
O=C1C(c2ccccc2)SC(=Nc2ccccc2)N1S(=O)(=O)c1ccccc1 (configuration not stated)	0.7	3	1	2	-5	-2	1	1	1	-11
CC(=O)c1cnc2c(-c3ccccc3)c(C)nn2c1C	1.1	0	1	15	0	-2	1	1	1	0
O=C1CC(N2CCCCCC2)C(=O)N1c1ccc(F)cc1 (configuration not stated)	1	0	1	-1	-1	-3	1.1	1	1	-11
NC(=O)NCc1ccc(Cl)cc1	1.1	9	1.1	1	1	-5	1.1	0.9	1.1	-11
Cc1ccc(Nc2nc(N)nc(CSc3nccn3C)n2)cc1	0.9	14	1	7	-1	1	0.9	0.9	0.8	-3
COCCOC(=O)C1=C(C)Nc2ncnn2C1c1ccccc1 (configuration not stated)	0.9	13	1	11	1	-3	0.9	0.9	1	-7
Cc1ccc(OCC(=O)Nc2ccc(S(=O)(=O)N3CCCCC3)cc2)c([N+](=O)[O-])n1	1.1	14	1.1	0	-5	-5	1.1	0.9	1.1	-10
CCn1c2ccc(C)cc2c2nnc(SCCN3CCOCC3)nc21	1	16	1	6	2	-5	1	0.8	1.1	-6
CC(C)(C)NC(=O)C(=O)NNC(=O)COc1ccccc1	0.9	20	1	5	3	4	1.1	0.8	1	-34
C=CCn1cnc2scc(-c3ccc(C)cc3)c2c1=O	1	14	1	1	-1	-3	1.1	0.9	1	-22
Cc1ccc(-c2noc(CCC(=O)N3CCN(c4cccc(C(F)(F)F)c4)CC3)n2)cc1	0.7	31	1.1	-19	-1	-8	0.8	0.7	1.1	-10
COc1cccc(OC)c1C(=O)Nc1ccc(CN2CCOCC2)cc1	1	4	1	7	-5	1	1.1	1	1	-8
CC1=CC(C)C(C(=O)O)C(C(=O)Nc2cccnc2)C1 (configuration not stated)	1	-11	1	24	-7	-2	1	1.1	1	-9
COC(=O)/C=C/C(=O)N1CCN(c2ccccc2C)CC1	1.1	10	1	-1	-4	-5	0.9	0.9	1	-5
Cc1cc(Cl)ccc1N(CC(=O)NCCSCc1ccco1)S(C)(=O)=O	0.8	28	1	17	0	-3	0.9	0.7	1	-8
O=C(CC1NCCc2ccccc21)Nc1ccc(Cl)cc1 (configuration not stated)	0.9	1	1	0	-4	-2	0.9	1	1	-5
Cc1ccc(S(=O)(=O)CCC(=O)OCc2ccc(Cl)cc2)cc1	0.9	11	1	-11	0	5	1	0.9	1	-18
O=c1oc2ccccc2cc1-c1nc2c(s1)CCc1ccccc1-2	0.8	22	1	-13	3	4	0.6	0.8	1	1
O=C(COC(=O)COc1ccccc1)Nc1ccccc1OC(F)F	1.1	1	1	7	-6	-3	1	1	1	-9
Cc1ccc(-n2cc(CN3CCN(c4ccccn4)CC3)c(-c3ccc(F)cc3)n2)cc1	0.9	24	1.1	9	3	-7	0.9	0.8	1	-16
Cc1ccccc1/C=C/c1nc2ccccc2c(=O)n1CCc1ccccc1	0.9	8	0.9	-32	-7	7	1	0.9	1	-12
CCOCCCN(C(=O)Cn1nnc2ccccc21)C(C(=O)NCc1ccco1)c1ccncc1 (configuration not stated)	0.9	17	0.9	3	1	12	1	0.8	1	-4
Cc1ccc2cc(CN(CCN3CCOCC3)Cc3nnnn3Cc3ccco3)c(=O)[nH]c2c1C	1.1	10	1.1	-1	-1	-6	0.8	0.9	1.1	-13
CCc1ccc(C(=O)CN(C#N)c2nc(C)cc(C)n2)cc1	1.1	4	1	17	-2	-4	1	1	0.8	-13
O=C(CNC(=O)c1ccc2ccccc2c1)OCC(=O)N1CCN(S(=O)(=O)c2ccc3ccccc3c2)CC1	0.8	19	1	0	3	-3	0.9	0.8	1.1	-12
C[C@@H](C(=O)OCC(=O)Nc1cc(S(=O)(=O)N2CCOCC2)ccc1Cl)N1C(=O)C2CCCCC2C1=O (some centres not stated)	1	7	1	0	-7	-1	1	0.9	1	-2
O=C1c2ccccc2C(=O)N1Cc1ccco1	1	8	1.1	0	-1	-8	1	0.9	1.1	-10
Cc1ccn2c(NCc3ccc4c(c3)OCO4)c(-c3ccc(O)cc3)nc2c1	0.8	8	1	9	-2	-1	0.9	0.9	1	-5
O=C(O)c1ccc(COc2ccccc2Cl)cc1	1.1	2	1	15	-4	-3	1.1	1	1	-10
CCNc1nc(NC(C)(C)C)nc(N2CCCC2)n1	0.9	9	1	-1	-1	2	0.9	0.9	1	-1
Brc1ccc(CSc2nnc(-c3ccco3)o2)cc1	0.9	18	1	10	0	-2	0.9	0.8	0.9	-6
O=C(NCc1cccs1)c1nc2c(nnn2Cc2ccccc2Cl)c(=O)[nH]1	1	19	1	2	-4	0	1	0.8	1	-7
O=C(CSc1nc2cc(Cl)ccc2s1)NC(=O)NCc1ccco1	1.2	-11	1.1	8	-6	-8	1.1	1.1	1.1	2
COc1ccc2c(=O)c(-c3ccccc3)c(C)oc2c1	1.1	7	1	10	-6	-4	1	0.9	1	-4
CCCCN(C)CCNC(=O)Cn1ncc2c(=O)oc3ccc(C)cc3c21	0.9	15	1	5	-6	-2	1	0.8	1.1	-12
COC(=O)COC(=O)CC(CC(N)=O)c1ccccc1 (configuration not stated)	1.1	6	1	0	-2	-4	1.1	0.9	1	-16
CSC1=NCCN1C(=O)c1cccc(Br)c1	0.9	18	1.1	5	1	-8	0.9	0.8	1.1	-16
Cc1cccc(NS(=O)(=O)c2cnc[nH]2)c1	1	13	0.9	3	-2	5	0.9	0.9	1	7
Cn1cnc([N+](=O)[O-])c1SCC(O)CN1CCCCC1 (configuration not stated)	1	-8	1	5	-4	-3	1	1.1	1.1	-8
c1ccc(C2c3[nH]c4ccccc4c3CCN2Cc2cccn2-c2cccnc2)nc1 (configuration not stated)	0.9	18	1	3	-4	3	0.6	0.8	1	0
O=C(Cn1c(Cc2ccccc2)nc2ccccc21)NCc1ccc2c(c1)OCO2	1	8	1	-6	-2	-4	1	0.9	1.1	-14
CC1(C)CC(=O)C=C(Nc2ccc(OCC(F)(F)C(F)F)cc2)C1	0.9	10	1	-10	4	0	0.9	0.9	1.1	-5
C(#CC12CC3CC(CC(C3)C1)C2)CN1CCOCC1	1.1	8	1	2	-3	-3	1	0.9	1	-3
CCOC(=O)C1CCCN(Cc2ccc3c(c2)OCO3)C1 (configuration not stated)	1	-3	1	10	1	-5	1	1	1	-13
CCOc1ccc(-c2nnn(CC(=O)NCc3ccco3)n2)cc1	0.9	13	1	6	-4	1	0.9	0.9	1	-2
c1ccc(CN2CCN(c3ncnc4nc[nH]c34)CC2)cc1	0.9	3	1	-7	-8	4	0.9	1	1	-48
CCC(Cc1ccccc1)NC(=O)C1CCC(CNc2c(N3CCCC3)c(=O)c2=O)CC1 (configuration not stated)	1	15	1	-2	4	-5	1	0.9	1.1	-26
Fc1ccc(Nc2nc(Oc3ccc4c(c3)OCO4)nc(N3CCOCC3)n2)c(F)c1	1	-6	1	11	3	-2	1.1	1.1	1.1	3
COc1ccc(C(=O)NNC(=O)c2cc(C)[nH]n2)cc1	0.9	14	1	17	2	-3	0.9	0.9	1	-92
Cc1ccc(S(=O)(=O)Nc2c(C)nc3nc[nH]n3c2=O)c(C)c1	1.2	9	1	6	2	-4	1.2	0.9	1	-10
CN(C)C(=O)C(NC(=O)c1ccccc1)=C(Cl)Cl	1.1	3	1.1	2	0	-5	1.1	1	1.1	-12
CC(=O)c1c(C)[nH]c(C2=NNC(=NCc3ccccc3)SC2)c1C	1.2	11	1	4	-3	3	1.3	0.9	1	-2
Cn1cc(Br)c(C(=O)NN2C(=O)C3C(C2=O)C2C=CC3C23CC3)n1 (configuration not stated)	0.9	14	1	7	-4	-2	0.9	0.9	1	-9
CC[n+]1c(/C=C/Nc2ccccc2)oc2ccc(OC)cc21	0.8	17	1.1	9	3	-6	0.5	0.8	1	-6
CCN(CC)c1ccc(NC(=O)COC(=O)/C=C/c2nc3ccccc3s2)cc1	0.8	-1	1	-24	-6	0	0.9	1	1	-6
Cc1cc2n(n1)C(c1ccco1)Nc1ccccc1-2 (configuration not stated)	0.9	13	1.1	8	-3	-6	1	0.9	1	-10
O=C1C2CC=C(Cl)CC2C(=O)N1CC1OCCc2ccccc21 (configuration not stated)	1.1	-7	0.9	-6	-1	6	1.1	1.1	0.9	-3
Cc1ccccc1Cn1c(=N)n(CC(O)c2ccco2)c2ccccc21 (configuration not stated)	0.9	16	1	-23	-1	-3	0.9	0.8	1.1	-14
Cc1ccnc(Sc2nc3c(c(=O)[nH]c(=O)n3C)n2CCCc2ccccc2)n1	0.9	23	1.1	4	1	-9	0.9	0.8	1	-8
CCOc1ccccc1NC(=O)CCn1cccc1	1	9	1	6	-2	0	1	0.9	1.1	-3

Screens: PubChem, several laboratories
